From PubChem
hcGAS inh: Primary biochemical luminescence assay for human cyclic GMP-AMP synthase inhibitors; 290,000 tested, 0.081% active; inhibition, % at 12.5 µM; Q8N884; recombinant h-cGAS, ATP depletion, Kinase-Glo luminescence;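 also: 0% = vehicle reaction and 100% = reaction without DNA for no activity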
Target sequence (Q8N884 whole entry, looked up): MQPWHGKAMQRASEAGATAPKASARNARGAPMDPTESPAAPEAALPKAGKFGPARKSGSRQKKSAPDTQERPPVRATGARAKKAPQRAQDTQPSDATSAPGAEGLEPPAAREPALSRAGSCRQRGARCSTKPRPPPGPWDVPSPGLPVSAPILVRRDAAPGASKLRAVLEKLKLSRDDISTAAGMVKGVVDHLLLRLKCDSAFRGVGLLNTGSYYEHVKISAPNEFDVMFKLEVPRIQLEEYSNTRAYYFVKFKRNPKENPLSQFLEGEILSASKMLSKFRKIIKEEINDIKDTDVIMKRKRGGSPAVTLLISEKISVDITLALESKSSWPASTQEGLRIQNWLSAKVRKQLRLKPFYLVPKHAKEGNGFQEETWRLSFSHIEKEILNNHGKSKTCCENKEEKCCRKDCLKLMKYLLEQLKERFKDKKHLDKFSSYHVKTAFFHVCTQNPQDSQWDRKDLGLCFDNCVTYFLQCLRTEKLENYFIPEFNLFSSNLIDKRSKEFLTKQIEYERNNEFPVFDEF
NPYLR7 ag: agonists of mosquito NPYLR7 receptor, primary screen, cell-based, Aedes aegypti, calcium fluorescence, mosquito biting behavior; activation, % at 10 µM; HEK293T NPYLR7/Galpha15, GCaMP6s calcium fluorescence; 270,000 tested, 0.15% active; in the data active = activation above about 40%;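 also: 0% = vehicle and 100% = reference agonist at the receptor; some compounds past the cut are filed as inactive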
mcGAS inh: cyclic GMP-AMP synthase inhibitors, mouse, primary biochemical chemiluminescence; inhibition, % at 12.5 µM; AID 1259399, 2018; Q8C6L5; 160,000 tested, 0.15% active; recombinant cGAS, Kinase-Glo ATP depletion luminescence;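 also: 0% = negative control wells and 100% = reference inhibitor with no enzyme activity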
* = called active by the depositor; x = not tested or not shown; & = joins results of further samples. Rule as the data show it, unless noted: active = inhibition above about 40%; inactive = the rest.

SMILES | hcGAS inh | NPYLR7 ag | mcGAS inh
COCc1cc(C)nc(OCC(=O)N/N=C\c2ccccc2Cl)c1C#N | -3.2 | 5.1 | -4.7
Cc1ccc(Nc2nnc(SCC(C#N)CCC#N)s2)c(C)c1 (stereo not given) | -5.3 | -2.0 | x
COCCCN(Cc1cccc(F)c1)Cc1ccc(C(O)(c2ccc(OC)cc2)c2ccc(OC)cc2)o1 | -6.1 | -2.2 | -5.9
C=CCCC(=O)N1CCc2ccccc2C1c1ccccc1Cl (stereo not given) | -0.8 | -3.8 | -0.7
O=C(c1cccc(C(F)(F)F)c1)C1CCCN(C(=O)Cn2nc3ccccc3n2)C1 (stereo not given) | -3.0 | -2.4 | -8.9
COc1cc(C(=O)Oc2coc(CSc3nc(C)cc(C)n3)cc2=O)cc(OC)c1OC | -7.3 | -14.5 | -7.0
CO[C@@]1(C)C[C@@H](O)C12CCN(CC1CCOCC1)CC2 | -4.5 | x | -5.0
O=C(COc1ccc(Cl)cc1C(=O)Nc1ccccc1)NCC1CCCO1 (stereo not given) | -7.0 | -2.7 | x
Cc1ccc(-n2c(CNC(=O)C(c3ccccc3)c3ccccc3)nnc2SCc2ccccc2C)cc1 | -1.2 | 9.6 | -3.4
CN1CCC(CNC(=O)c2ccccc2Oc2ccccc2)CC1 | -5.3 | -0.6 | -12.3
Cc1cc(S(N)(=O)=O)cc(NC(=O)CN(C)CC(=O)N2CCCC2)c1C | 0.2 | 3.5 | x
CCCC(C)NC(=O)C(C)N(C)CC(C)C (stereo not given) | -11.2 | -1.8 | x
CCN(C(=O)c1ccc(OC)cc1)S(=O)(=O)c1ccc(Br)c(C)c1 | -7.1 | -0.8 | -15.3
COc1ccccc1-c1cc(C(=O)N2CCN(C/C=C/c3ccccc3)CC2)n2nc(C(C)(C)C)cc2n1 | -8.8&-8.4 | -10.0&15.3 | -8.3&-7.8
O=C(CSCc1cccs1)NC1CC2CC1C1CCCC21 (stereo not given) | -3.7 | -1.7 | -3.5
COc1ccc([N+](=O)[O-])cc1-c1ccc(/C=C2/SC(=Nc3ccccc3)N(c3ccccc3)C2=O)o1 | -4.9 | -9.1 | -6.9
O=C(CCc1ccccc1)N1CCCC(OCc2ccc(Br)cc2)C1 (stereo not given) | -0.6 | -3.0 | x
COc1cc(S(=O)(=O)n2ccc(C)n2)c(C)cc1Br | -5.2 | 0.2 | -7.9
COC(=O)C1(C)CC2(C)CC(C)(C1)C(=O)N(C)C2=O (stereo not given) | 0.3 | -0.1 | x
NCCCC(N)(C(=O)O)C(F)F (stereo not given) | -1.5 | -1.2 | -3.6
COc1ccc(-c2nc(CSc3cccc(C(F)(F)F)c3)cs2)cc1OC | -6.6 | 3.0 | -8.3
COCCCN(CC(=O)N(CCc1c[nH]c2ccccc12)Cc1ccccc1)S(=O)(=O)c1ccc(C(C)(C)C)cc1 | -4.8 | 34.7 | -4.6
Nc1nc(SCC(=O)NCc2ccc(F)cc2)[nH]c(=O)c1NC(=O)c1ccc(F)c(F)c1 | 0.7 | 2.9 | -7.1
Cc1cccc(-c2nc(C(C)C)no2)c1N | -5.8 | 1.9 | x
Cc1ccc(N2CCN(c3ccc(S(=O)(=O)C(C)C)nn3)CC2)c(C)c1 | -6.0 | -0.4 | -8.1

Look-ups from the results shown:
Under mcGAS inh, `COc1cc(C(=O)Oc2coc(CSc3nc(C)cc(C)n3)cc2=O)cc(OC)c1OC` is entered as -7.0
Under mcGAS inh, `NCCCC(N)(C(=O)O)C(F)F` (stereo not given) is entered as -3.6
Under mcGAS inh, `CCN(C(=O)c1ccc(OC)cc1)S(=O)(=O)c1ccc(Br)c(C)c1` is entered as -15.3
Under hcGAS inh, `COCCCN(Cc1cccc(F)c1)Cc1ccc(C(O)(c2ccc(OC)cc2)c2ccc(OC)cc2)o1` is entered as -6.1
Under hcGAS inh, `COc1ccccc1-c1cc(C(=O)N2CCN(C/C=C/c3ccccc3)CC2)n2nc(C(C)(C)C)cc2n1` is entered as -8.8&-8.4
Under hcGAS inh, `C=CCCC(=O)N1CCc2ccccc2C1c1ccccc1Cl` (stereo not given) is entered as -0.8

(listing goes on)
SMILES | hcGAS inh | NPYLR7 ag | mcGAS inh
Cc1cccc2oc(-c3ccc(Cl)cc3OCC(=O)N3CCOCC3)nc12 | 0.5 | 1.6 | -3.8
CCc1nc2c(OCc3ccc(C#N)cc3)cccn2c1N(C)C(=O)c1ccco1 | -8.1 | 6.8 | -2.9
CCc1ccc(-c2nccn2-c2cccc(NC(C)=O)c2)nc1 | -3.0 | -3.1 | -10.8
CCn1nnnc1NCc1cc(OC)c(OC)c(OC)c1 | -2.0 | 0.1 | x
Cc1ccc(C2=Nc3nnnn3C(c3cccc(C)c3)C2)cc1 (stereo not given) | -4.9 | 10.1 | x
COc1ccc(CN2CCN(C)C[C@@H]2c2ccccc2)c(OC)c1OC | -12.5 | 8.9 | x
CN(Cc1cccnc1)C(=O)CC1C(=O)NCCN1CCCc1ccccc1 (stereo not given) | -0.3 | 2.5 | x
Cc1nc2c(SCc3ccccn3)nnc(-c3ccccc3)c2s1 | -4.9 | 0.7 | -6.2
CCC(C(=O)N1CCc2ccccc2C1c1ccccc1Cl)c1ccccc1 (stereo not given) | -7.4 | 19.8 | -1.8
C/C=C\C(=O)Nc1cc(C)nn1-c1nc(-c2ccc(C)cc2)cs1 | -4.3 | 9.2 | -10.8
COc1ccc(Br)cc1-c1nnc2n(C(C)C)c3c(=O)[nH]c(=O)n(C)c3n12 | 1.5 | 8.7 | x
CCOC(=O)c1c(C)c(=O)oc2c1c(=O)[nH]n2-c1ccccc1 | -1.0 | -6.9 | x
Cc1cccc2nc(-c3cccc(F)c3)c(NC3CCCCC3)n12 | -5.9 | -4.7 | -7.7
CCN1C(=O)NC(c2ccccc2Cl)C(C(=O)OCCc2ccccc2)=C1C (stereo not given) | 0.3 | -8.1 | -3.7
O=c1[nH][nH]c2c1SCc1ccccc1-2 | -2.7 | 3.3 | x
COc1ccc(S(=O)(=O)Oc2cc(CN(C(=O)c3ccccc3F)C3CC3)ccc2OC)cc1 | -5.1 | -5.7 | -3.5
C[n+]1ccccc1CCC#N | -3.6 | -9.2 | x
Cc1nc(-c2cccc(F)c2)nc(N2CCN(S(=O)(=O)c3ccc(Cl)c([N+](=O)[O-])c3)CC2)c1C | -2.7 | 6.4 | -6.8
Cc1ccc(-c2noc(CCCN3CCN(S(=O)(=O)c4cccc(Cl)c4)CC3)n2)cc1F | 4.2 | -2.9 | x
COc1cc(NC(=O)O[C@@H]2CC[C@]3(C)C(CC[C@H]4OC(=O)C[C@H]43)[C@]2(C)CO)cc(OC)c1 (stereo not given in full) | -3.7 | -10.4 | -5.2
Cc1cc(CN(Cc2ccccc2)C(CO)C(C)C)no1 (stereo not given) | -7.4 | 3.2 | x
CCCN(CC1CC1)C(=O)CSc1nnc(Nc2ccc(C)cc2)s1 | -0.9 | 2.4 | -4.0
CSc1ccccc1NC(=O)CC1CSc2nc(C(C)C)cc(=O)n21 (stereo not given) | -3.1 | -2.6 | x
Oc1oc(-c2cccc3ccccc23)nc1C=Nc1ccc(Cl)cc1 | -3.2 | -1.7 | x
O=C1/C(=C\c2ccc(F)c(F)c2)CS(=O)(=O)c2ccc(Cl)cc21 | -10.6 | 4.1 | x

One compound at a time, as listed above:
`COc1cc(C(=O)Oc2coc(CSc3nc(C)cc(C)n3)cc2=O)cc(OC)c1OC` as listed: hcGAS inh: -7.3; NPYLR7 ag: -14.5; mcGAS inh: -7.0
`Cc1ccc(-c2noc(CCCN3CCN(S(=O)(=O)c4cccc(Cl)c4)CC3)n2)cc1F` as listed: hcGAS inh: 4.2; NPYLR7 ag: -2.9; mcGAS inh: x
`CCc1ccc(-c2nccn2-c2cccc(NC(C)=O)c2)nc1` as listed: hcGAS inh: -3.0; NPYLR7 ag: -3.1; mcGAS inh: -10.8

Following part
SMILES | hcGAS inh | NPYLR7 ag | mcGAS inh
CCC(C)c1ccc2oc(-c3ccc(NC(=O)c4ccc(OC)c(OC)c4)cc3)nc2c1 (stereo not given) | -1.7 | 0.2 | -5.7
O=C(Cn1c(=O)oc2ccccc21)Nc1nc2ccc(Cl)cc2s1 | -1.1 | 0.9 | -3.2
CCOC(=O)c1cc(-c2ccc(N3CCN(C(=O)Cc4cccc(OC)c4)CC3)cc2)n(-c2ccc(OC)cc2)n1 | -7.1 | x | -5.3
CN(C)Cc1csc(CN2C[C@@H](CN(C)C)C[C@H](CO)C2)c1 | -12.2 | x | -5.4
CCc1nonc1NC(=O)c1ccc(OC)c(Cl)c1 | -1.4 | -16.5 | x
COc1ccc(-n2nnc(C(=O)OCc3nc(-c4ccc(C)cc4)oc3C)c2C)cc1 | -1.3 | 2.0 | -4.7
COc1ccc(OCc2cc(C(=O)NC3CCOC(C)(C)C3)no2)c2ccccc12 (stereo not given) | -0.2 | 2.8 | -2.0
Cc1nc(NC(=O)COc2ccccc2)sc1C | -0.1 | 10.2 | x
COc1ncccc1-c1ccc(CN2CCN(C)CC2)cn1 | -3.2 | 1.6 | x
c1ccn(-c2cnn(CC3CCOC3)c2)c1 (stereo not given) | -5.3 | -5.7 | x
N#Cc1cccc(C(=O)N2CCN(c3nc4nccc(-c5cccs5)n4n3)CC2)c1 | 0.1 | x | 1.4
Cc1[nH]n(-c2ccccc2)c(=O)c1C1=NCCN1 | -8.3 | -0.8 | -16.2
CC(c1cnn(C)c1)n1ccnc1-c1cccc(O)c1 (stereo not given) | -4.6 | -0.1 | -12.9
CN(CCCNS(=O)(=O)c1ccc(C#N)cc1)C(=O)OC(C)(C)C | -6.8 | 5.6 | x
Cc1ccsc1-c1nc(CN2CCC3(CC2)CN(C)C(=O)O3)c(C)o1 | -1.5 | -2.0 | x
CC1CCCCC12NC(=O)N(CN(Cc1ccccc1)CC(F)(F)F)C2=O (stereo not given) | 2.8 | 1.8 | x
O=C(c1c(F)cccc1F)N1CCC(CCc2ccccc2)CC1 | -2.6 | 3.3 | -3.2
CC1(CCc2ccccc2)NC(=O)N(NC(=O)c2ccc3c(c2)CCC3)C1=O (stereo not given) | -5.7 | 13.9 | x
Cc1nn(C)c(C)c1-c1cc(C(=O)N2CCCC(N3CCCC3)C2)n(C)n1 (stereo not given) | -7.3 | 6.7 | -10.4
Cc1ccccc1-c1nnn(Cc2cc(=O)n3c(C)cccc3n2)n1 | 1.3 | 2.5 | x
COc1cccc(/C=C2/C(=O)N(c3ccc(Cl)c(Cl)c3)N=C2C)c1OCC#N | -4.3 | 11.3 | 6.7
Cc1cc(C(C)(O)CNC(=O)Nc2nnc(C3CC3)s2)c(C)o1 (stereo not given) | -6.7 | -1.2 | x
CC(=O)Nc1ccc(C2=NN(Cc3nnc(-c4ccccc4)o3)C(=O)SC2)cc1 | -2.0 | 3.4 | x
CN(CCCNC(=O)C1CSC2(C)CCC(=O)N12)c1ccccc1 (stereo not given) | -4.3 | -2.9 | x
CCc1cc(N2CCCn3nc(C(=O)NC4CC4)cc3C2)nc(N2CCCC2)n1 | -7.0 | -3.8 | -12.0

Later entries.
SMILES | hcGAS inh | NPYLR7 ag | mcGAS inh
COc1ccc(Cl)c2sc(N3CCN(c4ccccc4)CC3)nc12 | -4.3 | 3.9 | -5.1
Cc1nc(SCC(=O)Nc2ccc(Cl)cc2)c2c3c(sc2n1)CCCC3 | -3.2 | -4.2 | -1.7
Nc1ncc(-c2ccccc2)c(-c2ccc(OCc3ccccc3)cc2O)n1 | -0.8 | 1.9 | -1.9
COCC(=O)N1CCC(Oc2ccc(C(=O)NC(C)c3nc(C)sc3C)cc2)CC1 (stereo not given) | -4.6 | 5.1 | x
CCOC(=O)NNC(=O)c1sc(Cc2ccc(F)cc2)nc1C | -9.9 | 2.2 | x
COc1cc(OC)cc(-c2nn(-c3ccc(F)cc3)c(OC(C)=O)c2-c2ccc(NC(=O)c3ccc(Cl)cc3)cc2)c1 | -5.9 | 1.1 | -4.2
CC(c1ccccc1)N(Cc1ccc(C(F)(F)F)cc1)Cc1nc(C(=O)NCCc2ccccn2)co1 (stereo not given) | -2.7 | 19.2 | -5.8
CN(Cc1n[nH]c2c1CCCC2)C(=O)c1ccc2oc(CCc3ccccc3)nc2c1 | -10.0 | 16.1 | -13.4
O=C(NC1CCCN(CCCc2ccccc2)C1)c1ncoc1C1CC1 (stereo not given) | -7.3 | x | -10.6
N#Cc1ccc(N2CCC(C(=O)NCC(=O)Nc3ccccc3Br)CC2)nc1 | 3.5 | 1.1 | -0.6
